IMPase Li inh – IMPase inhibition in cells with lithium potentiation. CHO-M1 cells, IP1 TR-FRET (IP-One), carbachol + lithium. Potency, µM (doses to about 59.4 µM), without a hit: at the top dose activity, negative = IMPase inhibition, most hits filed as inhibitors. 0.35% of 210,000 active;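 further: IP1 builds up when IMPase is blocked and the TR-FRET signal falls; potency means the concentration at half of the fitted maximal effect; plate controls were basal vehicle for no effect and high inhibitor control for full effect; nearly all actives have a fitted effect of over 50% in size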
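CHO cells stably expressing M1 receptor (2000/well, cultured 16–30 h) treated 30 min at 37C with compound plus low lithium. Cytosolic IP1 by TR-FRET (665/620 ratio and 620 channel) after 10 min lysis; AC50 by Hill fit.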
LMNA splice mod – modulators of lamin A splicing | Potency, µM (highest dose often 46.1 µM), inactives show at the top dose ratio change, negative = inhibition, actives largely listed as inhibitors | HeLa LMNA splicing GFP/RFP minigene ratio, 48 h | 0.01% of 200,000 active | AID 1487; active means well fitted inhibition curve with a large enough effect in the signal ratio, with a control signal flat, not every such curve was filed as active; inconclusive means small, poorly fitted or top-dose-only effect, or effect the other way, or a change in a side signal; the % refers to the signal ratio; further: potency means the concentration at half of the fitted maximal effect; on the % scale 0 is the no-effect control and ±100 the full control effect
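S3 HeLa stable clones carrying a lamin A-EGFP splicing minigene plus DsRed2 were seeded at 600 cells/well in Opti-MEM with 2% FBS, pin-dosed and incubated 48 h at 37°C. Acumen cytometry (488 nm) gave the GFP/RFP total-intensity ratio.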
Epigenetic derep – regulators of epigenetic silencing causing reporter derepression in mouse cells; 0.2% of 280,000 active; Potency, µM (doses to about 53.9 µM), for inactives: at the highest dose GFP activation, most hits filed as activators; murine LDR cells, GFP reporter derepression, 30 h; further: potency means the concentration at half of the fitted maximal effect; % of control where 0% means no effect; nearly all actives have a fitted effect of over 60% in size
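In this reporter-derepression format, murine cells bearing a silenced integrated CMV-GFP locus incubate with test compound (30 h, 37 C), then are washed and imaged; fluorescent objects of 20–120 um count as induced cells.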
NPSR antagonist – blocks cAMP signaling of the human neuropeptide S receptor | Q6W5P4 | CHO-NPSR cells, cAMP TR-FRET, antagonist mode | Potency, µM (series often up to 38.3 µM), inactives show at the top dose activity change, negative = inhibition, hits mostly inhibitors | 1% of 220,000 active | AID 1461; further: potency means the concentration at half of the fitted maximal effect; on the % scale 0 is the no-effect control and ±100 the full control effect; nearly all actives have a fitted effect of over 50% in size; many of its hits are not listed in these tables
Target sequence (Q6W5P4 whole entry, looked up): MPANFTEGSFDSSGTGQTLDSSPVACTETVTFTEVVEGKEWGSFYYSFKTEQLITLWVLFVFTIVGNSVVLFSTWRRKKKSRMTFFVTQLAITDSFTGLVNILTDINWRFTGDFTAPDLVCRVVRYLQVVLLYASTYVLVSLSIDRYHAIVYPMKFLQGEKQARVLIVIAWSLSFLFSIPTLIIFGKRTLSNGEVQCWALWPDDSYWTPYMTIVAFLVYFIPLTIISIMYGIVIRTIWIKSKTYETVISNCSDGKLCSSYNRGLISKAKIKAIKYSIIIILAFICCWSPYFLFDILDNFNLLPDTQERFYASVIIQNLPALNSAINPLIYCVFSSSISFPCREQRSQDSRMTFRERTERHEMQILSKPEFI
CBFb-RUNX1 inh – CBF-beta/RUNX1 interaction disruption; AlphaScreen CBFb-His/RUNX1-biotin binding, biochemical; AID 1477; Potency, µM (doses to about 59.8 µM), for inactives: top-dose activity, negative = inhibition, most hits filed as inhibitors; Q01196+Q13951; 230,000 tested, under 10 active; further: % of control where 0% means no effect
Target sequence (Q01196 whole entry, looked up): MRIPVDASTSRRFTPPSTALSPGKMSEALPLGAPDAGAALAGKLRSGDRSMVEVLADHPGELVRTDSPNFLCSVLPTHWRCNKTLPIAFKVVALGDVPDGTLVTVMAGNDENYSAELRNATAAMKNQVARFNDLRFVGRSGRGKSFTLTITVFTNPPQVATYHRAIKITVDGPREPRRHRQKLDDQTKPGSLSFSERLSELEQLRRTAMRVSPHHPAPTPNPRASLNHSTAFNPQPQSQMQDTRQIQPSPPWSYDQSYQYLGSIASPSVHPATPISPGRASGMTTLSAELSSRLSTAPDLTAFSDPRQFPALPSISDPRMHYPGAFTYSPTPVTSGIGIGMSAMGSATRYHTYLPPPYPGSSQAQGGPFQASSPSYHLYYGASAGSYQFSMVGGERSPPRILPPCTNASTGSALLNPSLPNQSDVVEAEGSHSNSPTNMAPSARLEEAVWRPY
Target sequence (Q13951 whole entry, looked up): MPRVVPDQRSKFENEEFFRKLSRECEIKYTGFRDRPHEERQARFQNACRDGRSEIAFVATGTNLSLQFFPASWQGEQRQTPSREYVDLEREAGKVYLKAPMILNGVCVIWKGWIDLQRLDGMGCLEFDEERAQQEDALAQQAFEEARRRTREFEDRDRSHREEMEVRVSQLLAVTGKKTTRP
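Inhibition was taken as any reduction in AlphaScreen signal from the CBF-beta–RUNX1 pair (His and biotin tags, 30 nM each), measured after compound (15 min) and bead (90 min) incubations at room temperature.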
Luc counter – counter-screen: inhibitors of Kinase-Glo firefly luciferase; Q27757; Kinase-Glo luciferase, ATP luminescence, 8 min; Potency, µM (highest dose often 38.3 µM), for the others: at the highest dose activity change, negative = inhibition, actives largely listed as inhibitors; 0.28% of 200,000 active; AID 1379; further: potency means the concentration at half of the fitted maximal effect; on the % scale 0 is the no-effect control and ±100 the full control effect; nearly all actives have a fitted effect of over 60% in size
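Substrate mix (final 50 mM imidazole pH 7.2, 50 mM KCl, 7 mM MgCl2, 10 uM ATP, 0.01% Tween 20, 0.05% BSA) plus pin-tool compound, then Kinase-Glo detection mix; 8 min ambient, luminescence read.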
HttQ103 aggreg – reduces HttQ103-GFP aggregates in PC12 cells | PC12 HttQ103-GFP aggregates, Acumen cytometry, 40 h | 1.1% of 220,000 active | Potency, µM (series often up to 46.1 µM), inactives show top-dose activity change, negative = inhibition, most hits filed as inhibitors; further: potency means the concentration at half of the fitted maximal effect; on the % scale 0 is the no-effect control and ±100 the full control effect; nearly all actives have a fitted effect of over 60% in size
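PC12/HTTQ103-GFP, ecdysone-inducible; teb 100 nM; cpd qHTS titration; GFP aggregates read on laser cytometer, Ex 488/Em 500-530 nm.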
* marks the source's active call; other numbers are inactive results; u = inconclusive; x = no result given; & = joins results of further samples; [ ] = another dose, or the depositor's remark. Unless noted, the call rests on the fitted dose curve; in most records, active means well fitted curve in the direction sought with a large enough effect; inconclusive means small, poorly fitted or top-dose-only effect, or another doubt; inactive means no such curve, though single readings can be large; an effect the other way counts as inactive or inconclusive.

structure,IMPase Li inh,LMNA splice mod,Epigenetic derep,NPSR antagonist,CBFb-RUNX1 inh,Luc counter,HttQ103 aggreg
Cc1ccc(SCc2nc3ncccn3c2Br)cc1,x,x,5.3%,-10.0%,16.6%,x,-27.6%[9.22 µM]
O=S(=O)(c1cccc(NC(=S)N2CCN(c3ccc(F)cc3)CC2)c1)C(F)F,4.6%,u,-1.1%,-32.9%,-8.6%,-5.0%,u
CCOC(=O)c1c(NC(=O)C2C3C=CC(CC3)C2C(=O)O)sc(C)c1CC (configuration not stated),u,4.9%,14.1%,-35.9%,6.2%,-2.4%,6.3%
O=C(Nc1ccc2ccccc2c1)/C(=C\c1ccc2c(c1)OCO2)NC(=O)c1ccco1,10.7%,u,-0.1%,3.7%,0.6%,1.4%,14.6%
Cc1ccc(NC(=O)CN2C(=O)C3CCCCN3C(=O)c3ccccc32)cc1 (configuration not stated),-11.7%[38.3 µM],4.3%,-1.7%,-15.4%[46.1 µM],-1.1%,-0.9%,-14.0%
CC(=O)c1ccc(NC(=O)C2CCN(S(=O)(=O)c3cccc4cccnc34)CC2)cc1,-5.7%,-5.4%,-1.0%,6.2%,-1.6%,2.0%,0.8%
FC(F)(F)c1cccc(NC(=S)NNC(=S)NCc2ccccc2)c1,18.0%[38.3 µM],u,-1.1%,-16.2%[46.1 µM],2.7%,-2.1%,u
O=C(N/N=C/c1ccc(O)cc1)/C(=C/c1ccccc1)CCO,-3.9%,-0.9%,-1.0%,11.4%,1.5%,1.1%,-0.9%
O=C(O)c1ccccc1C(=O)Nc1ccc(S(=O)(=O)Nc2nccs2)cc1,-1.0%&-0.8%,-10.7%,-1.3%,x,-4.9%,-4.1%,-0.5%
COC(C(=O)Nc1ccc(Cl)cc1C)c1ccccc1 (configuration not stated),7.9%,4.5%,-6.1%,3.4%,9.2%,-1.3%,-6.6%
CCCC(=O)C1=C(O)C(C(=O)OC)C(C)(C)CC1=Nc1ccc(N)cc1 (configuration not stated),-3.7%[38.3 µM],-6.7%,0.0%,-3.7%[46.1 µM],-2.5%,10.3%,10.8%
O=C(c1cc2ccccc2o1)n1nnc2ccccc21,-17.2%[38.3 µM],-1.5%,-0.8%,-1.4%[46.1 µM],3.8%,-2.4%,13.5%
CCCn1c(=O)c(C(=O)N/N=C/c2ccc(F)cc2)c(O)c2ccccc21,x,x,1.9%,55.3%,-0.9%,x,25.1%[9.22 µM]
CCC(Oc1ccccc1)C(=O)N1CC(C)CC(C)C1 (configuration not stated),13.0%[38.3 µM],7.3%,-0.7%,-6.5%[46.1 µM],3.0%,-4.5%,-16.2%
COC(=O)c1nn(-c2ccccc2)c(Cl)c1/C=N/OCc1ccc(Cl)cc1Cl,-2.4%[38.3 µM],-6.5%,-1.1%,-4.3%[46.1 µM],4.4%,-1.4%,-13.9%
COC(=O)c1c(C)[nH]c(C)c1C(=O)c1ccccc1Cc1ccccc1,21.0%&3.6%&14.3%&16.7%,-8.9%,1.4%&1.1%&1.9%&-0.3%,u,-2.8%,-2.2%&0.8%,x
Cn1c(=O)c(Oc2ccc(Cl)cc2)c(O)c2ccccc21,-18.1%,-15.0%,-8.2%,8.2%,1.3%,1.4%,-7.4%
O=C(Nc1ccc(OC(F)(F)C(F)F)c(NC(=O)c2cccc(F)c2)c1)c1cccc(F)c1,0.2%,-4.4%,0.0%,-2.5%,9.8%,-0.9%,1.0%
CCOC(=O)N1CCC(NS(=O)(=O)c2ccc3c(c2)C(C)(C)C(=O)N3C)CC1,-6.4%[38.3 µM],4.0%,-1.1%,-2.6%[46.1 µM],-1.5%,-4.0%,0.4%
Cn1c(Cn2c(=O)sc3ccccc32)nnc1SCC(=O)NCc1ccccc1Cl,12.4%,-0.7%,1.0%,-2.7%[46.1 µM],-7.5%,0.3%,-33.2%
CCOC(=O)c1[nH]c2ccc(OC)cc2c1NC(=S)N1CCN(c2ccccn2)CC1,5.4%,x,-3.7%,-49.7%,-3.6%,1.3%,-16.5%
CC(C)[C@H](CO)Nc1nc(Nc2ccc(C(=O)O)c(Cl)c2)c2ncn(C(C)C)c2n1,2.0%,x,1.2%,x,13.9%[21.7 µM],2.4%,x
COc1ccc(Br)cc1/C=N/NC(=O)c1cc(Br)ccc1O,-0.5%,u,0.0%,-0.8%,5.1%,0.0%,-13.7%
Nc1nc(Cl)cc(Sc2ccc3ccccc3c2)n1,9.8%[38.3 µM],u,0.0%,-14.7%[46.1 µM],-3.7%,1.5%,-1.0%
O=C(O)C1(c2cccc(Cl)c2)CCC1,-8.8%[38.3 µM],-2.0%,-1.9%,-1.4%[46.1 µM],3.3%,9.5%,4.1%
CC(C)n1c(O)c(N=Nc2ccc(Cl)nn2)c2ccccc21,3.4%,-2.5%,u,-3.3%,-0.7%,1.8%,-19.9%
O=C(COC(=O)c1ccccn1)Nc1ccccc1Cl,4.4%[38.3 µM],8.0%,-5.5%,-8.6%[46.1 µM],2.1%,-2.0%,-7.7%
COCCOCCn1c(CCCO)nc2ccccc21,19.0%[38.3 µM],-3.8%,0.0%,1.1%[46.1 µM],4.3%,1.1%,-5.6%
N#Cc1ccccc1Sc1ccccc1C(=O)Nc1ccc2ccccc2c1,15.1%,-13.3%,0.0%,-14.3%[46.1 µM],-1.1%,5.8%,-7.5%
CC(=O)Nc1ccc(S(=O)(=O)NCC(=O)OCc2cc(=O)oc3ccc4ccccc4c23)cc1,-2.7%,u,3.4%,10.4%,-2.7%,1.4%,-18.9%
CC(=O)c1cccc(NC(=O)Cn2nc(-c3ccc(Cl)cc3)ccc2=O)c1,-4.7%,12.0%[46 µM],0.0%,1.1%,-0.1%,-0.7%,8.9%[9.22 µM]
O=C(CSc1nnc(-c2cccc(S(=O)(=O)N3CCOCC3)c2)n1C1CCCCCC1)NCc1ccccc1,1.2%[38.3 µM],2.9%,-0.9%,-21.9%[46.1 µM],0.1%,0.9%,3.4%
CCN1CNC(=S)N(c2ccccc2C)C1,x,x,-0.3%,-14.3%,7.0%,x,-9.1%[9.22 µM]
CCOC(=O)c1cc2occc2n1CC(=O)N1CCCc2ccccc21,15.5%[38.3 µM],-1.5%,5.5%,u,-12.1%,-2.0%,-4.7%
CCC1(C)Cc2c(sc3nc(SC)n(Cc4ccccc4)c(=O)c23)CO1 (configuration not stated),8.5%[38.3 µM],-1.6%,0.8%,u,0.3%,-5.0%,u
COc1ccccc1NC(=O)CCN1CCN(Cc2ccccc2)CC1,26.7%[38.3 µM],5.4%,-0.7%,5.0%[46.1 µM],3.7%,-1.7%,-8.3%
CCOC(=O)CC(NC(=O)Cn1nnc(-c2ccccc2Cl)n1)c1ccc(OC)cc1 (configuration not stated),10.0%,-2.6%[46 µM],4.3%&-1.1%,-19.9%,7.7%,0.8%,-13.3%
Nc1nc2c(c(=O)[nH]1)C(c1cccc3ccccc13)C1=C(N2)c2ccccc2C1=O (configuration not stated),1.2%,x,2.4%,-10.7%,-15.7%,-2.0%,-25.9%
CCOC(=O)Cn1nc(C)cc1NC(=O)c1ccncc1,3.2%,-2.0%[9.22 µM],0.2%,5.2%,7.7%,0.3%,-7.7%
Cn1ncc(Cl)c1C(=O)Nc1nc2ccc(Cl)cc2s1,0.5%,-19.4%,-1.6%,-28.3%,3.2%,-17.8%,u
Cc1cc2nc(-c3ccc(SCc4ccc(C(=O)O)cc4)nc3)[nH]c2cc1C,-11.8%,x,-3.9%,38.2%,-3.6%,-5.0%,6.1%[9.22 µM]
CCN(CC)C(=O)C1CCCN(Cc2nc(-c3cnccn3)no2)C1 (configuration not stated),x,x,6.6%,-17.3%,-7.4%,x,-32.4%
CS(=O)(=O)N1CCc2cc(S(=O)(=O)Nc3ccc4oc5c(c4c3)CCCC5)ccc21,8.4%[38.3 µM],-24.4%,0.0%,-16.8%[46.1 µM],0.4%,0.3%,u
Cc1ccc2nc(Cl)c(/C=N/Nc3ccc(C(=O)O)cc3)cc2c1,x,x,4.1%,-44.5%,12.8%,x,25.3%[9.22 µM]
Cc1cc(C)c(C(=O)CSc2n[nH]c(=O)n2C2CC2)cc1C,21.4%[38.3 µM],u,-1.0%,-7.4%[46.1 µM],1.5%,-4.3%,-20.7%
COc1ccc(CNC(=O)C(c2ccncc2)N(C(=O)Cc2cccs2)c2cccnc2)cc1 (configuration not stated),x,x,0.0%,8.0%,13.3%,x,-9.9%[9.22 µM]
CS(=O)(=O)N1CCN(c2nc3ccccc3s2)CC1,-1.0%[38.3 µM],5.6%,0.0%,u,1.7%,14.4%,5.9%[9.22 µM]
CCC(C)c1ccc(NC(=S)NCc2cccs2)cc1 (configuration not stated),15.3%[38.3 µM],26.7%,-2.0%,-16.4%[46.1 µM],3.5%,-2.2%,-31.0%
CS(=O)(=O)N(CC(=O)NCCSCc1c(F)cccc1Cl)c1cccc([N+](=O)[O-])c1,3.9%,5.7%[46 µM],0.2%[10.1 µM],-11.3%,-6.2%,-0.4%,9.8%[9.22 µM]
Cc1ccc(OCc2nnc(SCC(=O)c3ccccc3)n2Cc2ccco2)cc1,13.5%[38.3 µM],u,-0.3%,u,-8.7%,-1.5%,-15.3%
O=C(Cc1ccccc1)N/N=C/c1ccc(Cl)cc1Cl,27.0%[38.3 µM],u,-0.2%,-13.3%[46.1 µM],0.9%,-6.3%,-26.3%

Three entries from above, field by field.
> COc1ccc(CNC(=O)C(c2ccncc2)N(C(=O)Cc2cccs2)c2cccnc2)cc1 (configuration not stated)
- IMPase Li inh: x
- LMNA splice mod: x
- Epigenetic derep: 0.0%
- NPSR antagonist: 8.0%
- CBFb-RUNX1 inh: 13.3%
- Luc counter: x
- HttQ103 aggreg: -9.9%[9.22 µM]
> CCC1(C)Cc2c(sc3nc(SC)n(Cc4ccccc4)c(=O)c23)CO1 (configuration not stated)
- IMPase Li inh: 8.5%[38.3 µM]
- LMNA splice mod: -1.6%
- Epigenetic derep: 0.8%
- NPSR antagonist: u
- CBFb-RUNX1 inh: 0.3%
- Luc counter: -5.0%
- HttQ103 aggreg: u
> CCOC(=O)CC(NC(=O)Cn1nnc(-c2ccccc2Cl)n1)c1ccc(OC)cc1 (configuration not stated)
- IMPase Li inh: 10.0%
- LMNA splice mod: -2.6%[46 µM]
- Epigenetic derep: 4.3%&-1.1%
- NPSR antagonist: -19.9%
- CBFb-RUNX1 inh: 7.7%
- Luc counter: 0.8%
- HttQ103 aggreg: -13.3%

Assay outcomes deposited in PubChem BioAssay by National Center for Advancing Translational Sciences (NCATS).

The list is partial; the hit share may differ from the screen's.
